Screens: PubChem, Broad Institute
LGR2 antag – Drosophila LGR2 receptor signaling inhibition | HEK293 LGR2, CRE-luciferase, bursicon-stimulated, 4 h | inhibition, % at 9.99 µM | 0.35% of 380,000 active;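 active means drop in luminescence signal, shown as inhibition above about 50% in the replicate tests, limit read from the data, passing the limit was not always enough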;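 further: agonist challenge used bursicon conditioned medium at about half maximal strength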
INS-1E GSIS act – GLuc luminescence reporter in INS-1E cells, primary screen for activators of glucose-dependent secretion of insulin; INS-1E GLuc reporter insulin secretion, 2-3 h; 0.61% of 370,000 active; activation, % at 16.6 µM;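 active means lowest replicate activation of at least 40%, so every replicate reaches that level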;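 further: 0% = median of neutral control wells and 100% = median of IBMX positive control wells; some compounds called inactive have numbers as strong as hits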
Cneo AK release – causes C. neoformans cell lysis; adenylate kinase release luminescence, 4 h; normalised: neutral wells 0, clomiphene wells 100; lysis activity, % at 15 µM; 0.2% of 360,000 active;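 active means mean lysis activity across replicates of at least 80%, whatever share of replicates individually reach that level; inactive means mean lysis activity below 80%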
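Schedule: static 4 h at 37 °C with compound, 1 h detection; system: C. neoformans cells; benchmarks: Clomiphene as positive control; buffer or medium: fresh YPD medium; measure: luminescence rise reflecting yeast cell lysis; measured by: luminescent adenylate kinase detection reagent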
ARNT-TACC3 inh – disrupts binding between human ARNT and TACC3 | Q9Y6A5 | AlphaScreen His-ARNT PAS-B/GST-TACC3 binding, luminescence; TACC3 fragment carries E629A point mutation | inhibition, % at 9.99 µM | 0.66% of 390,000 active | AID 623870;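 active means mean inhibition of replicates at least 50% and at least half of replicates each reaching 50%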;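 further: 0% = complete ARNT plus TACC3 wells and 100% = ARNT alone without TACC3; many hits fall short of the cut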
PGC1a acetyl inh – PGC1a acetylation modulation, inhibitor mode; inhibition, % at 15.6 µM; 0.17% of 350,000 active; U2OS PGC1a acetylation, AlphaScreen anti-acetyl-lysine; with virally co-expressed GCN5 acetyltransferase;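 active means every replicate shows inhibition of at least 40%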;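 further: 0% = neutral control wells and 100% = positive control wells; some results beyond the cut were filed as inactive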
PAX8 inh HTS – inhibitors of PAX8 transcriptional activity in RMG-I cells; inhibition, % at 12.6 µM; 1.2% of 360,000 active; RMG-I TPO-luciferase reporter, SteadyGlo, 24 h;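 active means mean replicate inhibition at least 60% with every replicate also reaching 60%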;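 further: luciferase light reporting Pax8 driven TPO promoter activity; plate controls were median of neutral control wells for no effect and mitoxantrone controls for full effect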
PglD inh – inhibitors of Campylobacter jejuni PglD acetyltransferase; purified PglD enzyme, DTNB colorimetric CoA detection; inhibition, % at 12.5 µM; 0.098% of 360,000 active; AID 602405; in the data active means inhibition above about 16%, passing the limit was not always enough; further: strong numbers were not always called active
C2C12 statin – suppression of simvastatin myotoxicity; C2C12 myotubes + simvastatin, ATP luminescence, 48 h; scaled: DMSO 0, geranylgeraniol control 100; AID 602340; rescue of ATP level, % at 7.49 µM; 0.78% of 330,000 active;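 active means mean ATP rescue above about 67%, or every replicate alone reaching that limit, limit read from the data, passing the limit was not always enough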;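 further: myotubes were challenged with 10 µM simvastatin during compound exposure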
* = called active by the depositor; · = not tested or not shown; & = joins results of further samples.

cpd	Molecule	LGR2 antag	INS-1E GSIS act	Cneo AK release	ARNT-TACC3 inh
1	COCC(=O)N(C)C[C@H]1Oc2ncc(C3=CCCCC3)cc2C(=O)N([C@@H](C)CO)C[C@@H]1C	19	2	2	-6
2	Cc1onc(-c2ccccc2)c1C(=O)N/N=C/c1cccs1	-11	10	-2	4
3	CC1CCCCN1C(=O)COC(=O)C1CCN(S(=O)(=O)c2ccc(Cl)c(C(F)(F)F)c2)CC1 (stereo unspecified)	-6	15	0	-5
4	Cc1ccc(N2C(=O)C(Cl)=C(N3CCN(C)CC3)C2=O)c(C)c1	·	·	2	-8
5	COCc1cc(C)nc(SCc2ccccc2)c1C#N	8	-3	-1	-4
6	CCC1CCCCN1C(=O)CCn1c(=O)oc2ccccc21 (stereo unspecified)	-13	·	-4	-1
7	Cc1c(C(=O)Nc2ccncc2)sc2nc(-c3ccc(F)cc3)cn12	19	·	-5	-4
8	O=C(Cc1ccc(F)cc1)N1CCN=C1SCc1cccc([N+](=O)[O-])c1	5	3	·	-1
9	CCNc1nc(N)c(C(=O)c2ccc(Cl)s2)s1	·	·	0	-2
10	NS(=O)(=O)c1ccc(NC(=O)COc2ccc(C(=O)c3ccc(F)cc3)cc2)cc1	15	-13	-3	-9
11	CC(C)C(c1nnnn1C1CCCCC1)N1CCc2ccccc21 (stereo unspecified)	·	·	1	·
12	C[C@@H]1CN([C@H](C)CO)C(=O)c2cccc(NC(=O)NC3CCCCC3)c2O[C@@H]1CN(C)C	0	14	0	4

cpd	PGC1a acetyl inh	PAX8 inh HTS	PglD inh	C2C12 statin
1	2	·	2	-1
2	4	-8	3	·
3	1	-4	5	-2
4	·	·	5	18
5	-2	18	-5	2
6	12	1	-5	-2
7	·	-28	8	-21
8	·	13	·	·
9	-47	-24	-3	·
10	-3	15	2	-2
11	-43	·	4	9
12	6	-8	0	6

More compounds:
cpd	Molecule	LGR2 antag	INS-1E GSIS act	Cneo AK release	ARNT-TACC3 inh
13	CC(=O)N1CCC(C(=O)OCc2ccc(Cl)cc2)(c2ccccc2)CC1	0	-14	4	-15
14	CC1(c2ccccc2)NC(=O)N(CC(=O)Nc2cc3c(cc2Br)OCCO3)C1=O (stereo unspecified)	12	-18	·	5
15	CCOC(=O)C1C(=O)OC2(CCOC(C)(C)C2)C1C(=O)OCC (stereo unspecified)	·	·	1	-6
16	C[C@@H]1CCCCO[C@@H](CN(C)CC2CC2)[C@@H](C)CN([C@H](C)CO)C(=O)c2cc(NC(=O)CCCCCC(=O)Nc3ccccc3N)ccc2O1	-3	-18	·	·
17	CN(C)C(CNC(=O)c1ccc(S(=O)(=O)NCc2ccco2)cc1)c1ccccc1 (stereo unspecified)	5	10	0	15
18	CCCCNC(=O)C1(C)CCCCN1C(=O)c1ccc2c(c1)C(C)(C)CCC2(C)C (stereo unspecified)	-2	·	-4	·
19	O=C(Nc1ccnn1C1CCN(C(=O)Cc2ccccc2F)CC1)C1CC1	-3	10	1	-4
20	C[C@H](CO)N1C[C@H](C)[C@@H](CN(C)C(=O)C2CCCCC2)OCc2cnnn2CCCC1=O	-9&-4	0&4	-4&9	-4&-2
21	COC(C[C@@H](O)[C@@H](C)[C@@H](O)COCc1ccccc1)OC	13	12	-2	-22
22	OC(CNCCc1ccc(Cl)cc1)COc1cc(Cl)ccc1Cl (stereo unspecified)	-16	24	-3	1
23	COc1ccc(N2CCN(CCCNC(=O)Nc3ccccc3)CC2)cc1	·	·	0	2
24	Cc1ccc2c(c1)C(c1ccccc1)CC(=O)O2 (stereo unspecified)	2	7	3	-8

cpd	PGC1a acetyl inh	PAX8 inh HTS	PglD inh	C2C12 statin
13	·	23	1	-3
14	·	8	·	-13
15	-5	·	-1	-5
16	5	-17	·	·
17	·	9	5	·
18	5	2	-5	-15
19	3	-8	5	3
20	13&-3&0	2&9	-1&0	8&8&-7
21	7	-6	-3	-1
22	2	13	7	8
23	-2	·	-7	10
24	5	-2	-3	0

The results go on.
cpd	Molecule	LGR2 antag	INS-1E GSIS act	Cneo AK release	ARNT-TACC3 inh
25	Cc1ccc2c(Cl)cc(Cl)c(OCC(=O)NCCc3ccccn3)c2n1	-11	27	·	26
26	CC(=O)Nc1ccc(NC(=O)C(C)OC(=O)c2cccc(S(=O)(=O)N3CCCCC3)c2)cc1 (stereo unspecified)	-6	4	1	1
27	Cc1ccc(-c2ccc3c(c2)O[C@H](CN(C)C)[C@@H](C)CN([C@@H](C)CO)S3(=O)=O)cc1	17	4	0	-3
28	COCCNC(=O)CN1CCC(NC(=O)Nc2ccc(C(F)(F)F)cc2)CC1	·	·	0	0
29	CC(=O)Nc1ccc(NC(=O)c2ccc(S(=O)(=O)N3CCCCCC3)cc2)cc1	5	-6	0	·
30	Cc1noc(C)c1NC(=O)Nc1cccc2c1O[C@@H](CN(C)Cc1ccc(C(=O)Nc3ccccc3N)cc1)[C@H](C)CN([C@H](C)CO)C2=O	35	-4	4	·
31	COc1ccc(CC(=O)NCC(=O)N/N=C/c2cc(Br)ccc2OC)cc1	-3	·	1	3
32	Cn1nc(C(F)(F)F)c(-c2cccc(C(F)(F)F)c2)c1NC(=O)c1nccnc1C(=O)O	8	-2	1	1
33	O=C(CNCc1ccc(F)cc1)Nc1ccc(C(=O)N2CCCCC2)cc1	11	-9	-4	-4
34	CCc1ccc(N/C(SCc2ccccc2C)=C(/C#N)C(=O)NCc2ccco2)cc1	·	·	2	-5
35	Cc1nn(Cc2ccccc2)c(Cl)c1/C=C/C(=O)OC(C(=O)NC(N)=O)C(C)C (stereo unspecified)	0	47	-3	-3
36	COCCOC(=O)C1=C(C)OC(N)=C(C#N)C1c1ccc2c(c1)OCO2 (stereo unspecified)	·	·	0	-2

cpd	PGC1a acetyl inh	PAX8 inh HTS	PglD inh	C2C12 statin
25	·	25	·	·
26	-1	1	-5	·
27	-32	11	1	-14
28	-15	13	5	-11
29	23	8	1	-6
30	-18	·	7	·
31	-1	19	-3	·
32	-5	11	11	·
33	·	4	-4	39
34	-84	·	0	9
35	·	-4	-2	-17
36	2	·	-2	-1

Going on with the list.
cpd	Molecule	LGR2 antag	INS-1E GSIS act	Cneo AK release	ARNT-TACC3 inh
37	C/C=C/c1ccc([C@@H]2[C@H](CO)N[C@H]2CN(CC)C(=O)c2ccccn2)cc1	9	-4	-2	-14
38	O=C(NCc1ccccn1)c1ccc(Cl)c(S(=O)(=O)NCc2ccccc2)c1	-9	·	1	11
39	CCN(CC(=O)Nc1ccc(OC)cc1)C(=O)c1cc(S(=O)(=O)N(C)C)ccc1N1CCCC1	-13	30	·	-4
40	CC(=O)C1=C(O)C(=O)N(c2ccc(Br)cc2)C1c1cccc(F)c1 (stereo unspecified)	7	-43	3	14
41	CN(C)CCNC(=O)/C=N/O	-7	2	0	-16
42	CCC(=O)NCC(=O)OCC(=O)c1ccccc1	·	·	-3	-6
43	CC(=O)Nc1ccc(S(=O)(=O)N(C)CC(=O)OCC(=O)N2CCN(C(=O)c3ccco3)CC2)cc1	10	2	1	-4
44	CCOc1cc(/C=N/Nc2nc(Nc3ccccc3)nc(N3CCCCC3)n2)ccc1OCC(=O)O	-3	1	-2	·
45	C[C@@H]1CN([C@@H](C)CO)C(=O)c2cc(NC(=O)c3ccccc3)ccc2O[C@@H](C)CCCCO[C@@H]1CN(C)Cc1ccncc1	-19	-7	1	25
46	CC(=O)Nc1ccc2nc(NC(=O)c3cccnc3)sc2c1	-45	6	·	·
47	Cc1ccc(NNC(=O)C(O)(c2cccc(C(F)(F)F)c2)c2cccc(C(F)(F)F)c2)cc1	·	·	-12	1
48	COc1ccc(OC)c2c1CCC2=O	·	·	0	7

cpd	PGC1a acetyl inh	PAX8 inh HTS	PglD inh	C2C12 statin
37	9	7	0	-1
38	·	1	1	3
39	·	57	·	·
40	-2	26	-6	3
41	·	-2	-1	·
42	8	-17	-4	·
43	-2	-10	-2	-7
44	-6	-22	3	14
45	21	11	-1	15
46	-4	-100	·	·
47	-57	17	-2	14
48	-1	·	5	·

As a short view, part of the list above:
cpd	Molecule	LGR2 antag	INS-1E GSIS act	Cneo AK release	ARNT-TACC3 inh
45	C[C@@H]1CN([C@@H](C)CO)C(=O)c2cc(NC(=O)c3ccccc3)ccc2O[C@@H](C)CCCCO[C@@H]1CN(C)Cc1ccncc1	-19	-7	1	25
46	CC(=O)Nc1ccc2nc(NC(=O)c3cccnc3)sc2c1	-45	6	·	·
47	Cc1ccc(NNC(=O)C(O)(c2cccc(C(F)(F)F)c2)c2cccc(C(F)(F)F)c2)cc1	·	·	-12	1
48	COc1ccc(OC)c2c1CCC2=O	·	·	0	7

cpd	PGC1a acetyl inh	PAX8 inh HTS	PglD inh	C2C12 statin
45	21	11	-1	15
46	-4	-100	·	·
47	-57	17	-2	14
48	-1	·	5	·

(more compounds)
cpd	Molecule	LGR2 antag	INS-1E GSIS act	Cneo AK release	ARNT-TACC3 inh
49	COc1ccccc1CNC(=O)CCC(=O)N1CCOc2ccc(Cl)cc21	-18	-42	-1	-2
50	C[C@H](CO)N1C[C@H](C)[C@@H](CN(C)C(=O)Nc2ccc(C(F)(F)F)cc2)Oc2c(NC(=O)c3ccc(-c4nccs4)cc3)cccc2C1=O	5	-7	-2	-10
51	COc1cccc(CNC(=O)CCC2CCCN(C(=O)c3ccc(F)c(Cl)c3)C2)c1 (stereo unspecified)	3	4	-1	-2
52	CCCCN(C)S(=O)(=O)c1c(C)[nH]c(=O)[nH]c1=O	-2	2	1	-12
53	Cc1ccccc1C(=O)N1c2ccccc2OCC1C(C)(C)C (stereo unspecified)	0	11	0	1
54	CCOC(=O)c1ccc(N(C(=O)c2ccco2)C(C(=O)NC2CCCCC2)c2ccncc2)cc1 (stereo unspecified)	11	2	0	2
55	CC(C)CC(=O)Nc1nc2c(c(=O)[nH]1)CCCC2	4	8	4	-9
56	C[C@H]1CN([C@@H](C)CO)C(=O)c2cc(-c3ccc(C#N)cc3)cnc2O[C@@H]1CN(C)Cc1cncnc1	16	16	-1	·
57	COc1ccccc1-n1c(CNC(=O)c2ccco2)nnc1SCC(=O)Nc1ccc(F)cc1	·	·	-1	-3
58	O=C(Nc1cccnc1)c1cc(-c2cccc(Br)c2)nc2ccccc12	20	-14	2	-2
59	C[C@@H]1CN([C@H](C)CO)C(=O)c2cccc(NC(=O)Nc3cccc4ccccc34)c2O[C@@H]1CN(C)C(=O)Nc1ccc(C(F)(F)F)cc1	23	7	0	-3
60	Cc1c(NP(=O)(c2ccc(Br)cc2)c2ccc(Br)cc2)c(=O)n(-c2ccccc2)n1C	21	-17	·	7
61	O=[N+]([O-])c1cccc(N2Cc3ccccc3C2)c1	9	6	-1	0
62	O=C(C[C@H]1CC[C@H]2[C@@H](COC[C@H](O)CN2Cc2cccc(-c3ccncc3)c2)O1)N1CCN(c2ccccc2)CC1	1	-36	1	14

cpd	PGC1a acetyl inh	PAX8 inh HTS	PglD inh	C2C12 statin
49	-39	-7	-1	8
50	3	·	-2	-91
51	·	3	2	2
52	5	·	1	16
53	-39	3	7	-7
54	1	12	-1	0
55	-4	·	0	3
56	0	·	-1	-3
57	1	·	·	5
58	1	5	-3	32
59	14	44	0	16
60	-10	17	·	·
61	7	-73	-5	2
62	-9	23	7	-11

3 compounds from above, limited to Cneo AK release and PAX8 inh HTS.
cpd	Molecule	Cneo AK release	PAX8 inh HTS
58	O=C(Nc1cccnc1)c1cc(-c2cccc(Br)c2)nc2ccccc12	2	5
59	C[C@@H]1CN([C@H](C)CO)C(=O)c2cccc(NC(=O)Nc3cccc4ccccc34)c2O[C@@H]1CN(C)C(=O)Nc1ccc(C(F)(F)F)cc1	0	44
60	Cc1c(NP(=O)(c2ccc(Br)cc2)c2ccc(Br)cc2)c(=O)n(-c2ccccc2)n1C	·	17
